Source: PubChem
Avidin bead fluor: avidin bead compound fluorescence profile; Avidin beads, compound fluorescence 488/530 nm, flow cytometry; stronger effect = higher value; fluorescence (KMESF) at 10 µM; 220,000 compounds, 0.38% hits; AID 1775; in the data active = fluorescence above about 47; also: inactives centre near 10
ABCG2 inh: blocks JC-1 efflux by human ABCG2 transporter; 190,000 compounds, 0.1% hits; Q9UNQ0; AID 1325; IgMXP3 cells, flow cytometry; inhibition, % at 6.6 µM;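 active = inhibition above 80%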;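 also: 0% = DMSO and 100% = nicardipine control wells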
Target sequence (Q9UNQ0 whole entry, looked up): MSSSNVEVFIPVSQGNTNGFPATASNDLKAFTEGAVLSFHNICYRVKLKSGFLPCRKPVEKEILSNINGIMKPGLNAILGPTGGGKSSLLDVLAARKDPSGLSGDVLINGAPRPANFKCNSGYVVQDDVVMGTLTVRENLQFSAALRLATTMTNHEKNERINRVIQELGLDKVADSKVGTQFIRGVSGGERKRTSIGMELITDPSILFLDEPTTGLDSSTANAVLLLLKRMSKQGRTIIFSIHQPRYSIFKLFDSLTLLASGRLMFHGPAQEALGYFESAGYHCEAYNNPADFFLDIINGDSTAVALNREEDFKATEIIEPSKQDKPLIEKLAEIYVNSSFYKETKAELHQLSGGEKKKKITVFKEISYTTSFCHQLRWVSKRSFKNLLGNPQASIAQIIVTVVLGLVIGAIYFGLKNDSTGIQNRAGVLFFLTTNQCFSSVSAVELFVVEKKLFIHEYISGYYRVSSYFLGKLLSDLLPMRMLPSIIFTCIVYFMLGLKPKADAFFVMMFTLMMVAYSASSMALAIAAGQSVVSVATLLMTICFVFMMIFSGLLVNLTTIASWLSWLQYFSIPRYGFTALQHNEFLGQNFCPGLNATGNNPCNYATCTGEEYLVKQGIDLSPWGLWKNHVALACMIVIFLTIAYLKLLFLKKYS
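Measure – % inhibition of efflux relative to nicardipine and DMSO · Test system – ABCG2 IgMXP3 and barcoded ABCB1 CCRF-Adr cell mix · Control set – nicardipine as high control, DMSO as low control · Compound – one concentration, 6.6 µM final · Signal – flow cytometry of retained JC-1 fluorescence · Timing – 10 min exposure at 25 °C with rotation, no wash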
Bcl-B Bim block: inhibitors of Bim-Bcl-B interaction, human | Q9HD36 | bead-based flow cytometry, Bim peptide-Bcl-B binding | inhibition, % at 10 µM | 190,000 compounds, 0.073% hits;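 also: 0% = tracer peptide without compound and 100% = reference inhibitor peptide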
Target sequence (Q9HD36 whole entry, looked up): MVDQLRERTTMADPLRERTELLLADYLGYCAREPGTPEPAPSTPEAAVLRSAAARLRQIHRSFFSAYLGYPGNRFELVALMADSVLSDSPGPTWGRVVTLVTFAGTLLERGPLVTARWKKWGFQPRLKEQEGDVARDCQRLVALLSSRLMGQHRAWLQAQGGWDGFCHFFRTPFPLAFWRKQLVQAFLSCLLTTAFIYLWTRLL
Bcl-2 Bim block: inhibitors of Bim-Bcl-2 interaction, human; inhibition, % at 10 µM; 190,000 compounds, 0.06% hits; P10415; Bead-based flow cytometry, Bim peptide-Bcl-2 binding; in the data active = inhibition above about 40%; inconclusive = no clear call, values can overlap the other calls;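 also: 0% = no compound wells with probe peptide and 100% = reference peptide inhibitor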
Bim-Bcl-W: human Bim-Bcl-W interaction inhibition | Q92843 | bead-based flow cytometry, Bim peptide-Bcl-W binding | inhibition, % at 10 µM | 190,000 compounds, 0.02% hits;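 also: 0% = bound tracer without compound and 100% = peptide blocker; higher means less fluorescent Bim peptide bound to Bcl-W beads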
Bcl-XL Bim block: inhibitors of Bim-Bcl-XL interaction, human; 190,000 compounds, 0.04% hits; Bim peptide-Bcl-XL binding, bead flow cytometry, fluorescence; inhibition, % at 10 µM; Q07817
RGS7-Gao reg: regulators of human RGS7-Galphao interaction. Multiplexed bead flow cytometry, RGS7-Galphao binding; actives lie on both sides. P09471. 220,000 compounds, 0.35% hits. AID 1439. binding response (% of control), % at 10 µM; in the data active = binding response below about 49% or above about 150%; inconclusive = no clear call, values can overlap the other calls; inactive = in between;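 also: fluorescent Galphao held in activated GDP-AlF4 state binding bead-coupled RGS7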
GSH fluor: GSH bead compound fluorescence profile. AID 1776. fluorescence (KMESF) at 10 µM. GSH beads flow cytometry, compound fluorescence 488/530 nm; stronger effect = higher value. 190,000 compounds, 0.25% hits; in the data active = fluorescence above about 89;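 also: glutathione beads carrying GST-tagged Bcl family fusion proteins plus one bare bead set; values are compound well signal with DMSO vehicle wells as background; inactives centre near 16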
RGS4-Gao reg: human RGS4-Galphao interaction regulation; Multiplexed bead flow cytometry, RGS4-Galphao binding; actives lie on both sides; binding response (% of control), % at 10 µM; P09471; 220,000 compounds, 0.33% hits; in the data active = binding response below about 49% or above about 150%; inactive = in between;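 also: fluorescent Galphao activated with aluminum fluoride binding bead-coupled RGS4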
Bfl-1 Bim block: disrupts Bim binding to human Bfl-1. Q16548. Bead-based flow cytometry, Bim-Bfl-1 binding inhibition. inhibition, % at 10 µM. 190,000 compounds, 0.12% hits;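 also: 0% = wells without compound plus tracer and 100% = blocker peptide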
ABCB1 inh: inhibitors of human ABCB1 transporter, ABCG2 counter-screen; P08183; inhibition, % at 6.6 µM; 190,000 compounds, 0.067% hits; CCRF-Adr cells, JC-1 efflux, flow cytometry; AID 1326; in the data active = inhibition above about 40%;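 also: 0% = vehicle and 100% = reference inhibitor; higher value means more JC-1 retained so stronger ABCB1 efflux block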
* = called active by the depositor; ? = inconclusive; / = no result given; [ ] = another dose, or the depositor's remark. Rule as the data show it, unless noted: active = inhibition above about 40%.

Start of the listing, in advance, seven compounds:
nr	structure	Avidin bead fluor	ABCG2 inh	Bcl-B Bim block	Bcl-2 Bim block	Bim-Bcl-W	Bcl-XL Bim block
1	O=C(NC(C(=O)c1ccccc1)N1CCOCC1)c1cccs1 (stereo unspecified)	10	-1	0	-2	-1	-1
2	COc1ccc(-c2nnc(SCC(=O)NCc3ccco3)n2C)cc1	8	2	-7	-7	4	0
3	O=C(NCc1cccnc1)c1cc2ccccc2oc1=O	11	3	-3	-6	5	-13
4	O=C(Cc1cccs1)Nc1ccc(NC(=O)c2ccco2)cc1	21	2	0	0	0	-1
5	CCN(CC)C1=CC2=CC(=C(C#N)C#N)CCC2CC1 (stereo unspecified)	42	43	-1	-1	-1	-3
6	CCOc1ccc2ccccc2c1C1NC(=S)N(C)C(C)=C1C(=O)OC (stereo unspecified)	12	-7	8	2	5	10
7	CC1CCc2ccccc2N1C(=N)N(C)C (stereo unspecified)	8	1	-3	-2	-1	-3

nr	RGS7-Gao reg	GSH fluor	RGS4-Gao reg	Bfl-1 Bim block	ABCB1 inh
1	99	32	100	-4	0.0
2	94	13	96	-9	0.3
3	102	51	101	-6	1.6
4	98	16	97	-1	0.2
5	142	18	165*[activator]	-1	84*
6	?	14	98	13	-0.5
7	?	18	96	-4	0.5

The listing, from the start:
nr	structure	Avidin bead fluor	ABCG2 inh	Bcl-B Bim block	Bcl-2 Bim block	Bim-Bcl-W	Bcl-XL Bim block
1	O=C(NC(C(=O)c1ccccc1)N1CCOCC1)c1cccs1 (stereo unspecified)	10	-1	0	-2	-1	-1
2	COc1ccc(-c2nnc(SCC(=O)NCc3ccco3)n2C)cc1	8	2	-7	-7	4	0
3	O=C(NCc1cccnc1)c1cc2ccccc2oc1=O	11	3	-3	-6	5	-13
4	O=C(Cc1cccs1)Nc1ccc(NC(=O)c2ccco2)cc1	21	2	0	0	0	-1
5	CCN(CC)C1=CC2=CC(=C(C#N)C#N)CCC2CC1 (stereo unspecified)	42	43	-1	-1	-1	-3
6	CCOc1ccc2ccccc2c1C1NC(=S)N(C)C(C)=C1C(=O)OC (stereo unspecified)	12	-7	8	2	5	10
7	CC1CCc2ccccc2N1C(=N)N(C)C (stereo unspecified)	8	1	-3	-2	-1	-3
8	CC(C)CCNC(=O)CN(C(=O)CCC(=O)Nc1ccccn1)c1ccc2c(c1)OCCO2	7	0	-3	3	0	-4
9	COc1ccc(CCNC(=O)C(=O)NCCOc2ccccc2)cc1OC	12	14	-5	-3	-3	-7
10	Cc1ccc(S(=O)(=O)N/N=C/c2ccc(OC3CSC3)cc2)cc1	23	-2	0	0	1	-2
11	CCOC(=O)c1c(N)c(C#N)c2n1CCCCC2	36	0	-5	-4	-2	-1
12	Cc1ccc(C(=O)N/C(=C\c2ccccc2F)c2nc(=S)[nH][nH]2)cc1	8	-1	-25	0	-4	-6
13	COCCOC(=O)C1=C(C)NC(SCC(=O)NC(C)(C)C)=C(C#N)C1c1ccco1 (stereo unspecified)	12	4	-2	1	-1	-1
14	COc1ccc(Cl)cc1-n1c(C)cc(C(=O)OCC(=O)N2CC(=O)Nc3ccccc32)c1C	5	-1	-15	-2	-9	-13
15	COc1cc(Cl)c(C)cc1NC(=O)CSc1nnc(-c2ccccn2)n1Cc1ccco1	6	3	-5	-9	-2	-2

nr	RGS7-Gao reg	GSH fluor	RGS4-Gao reg	Bfl-1 Bim block	ABCB1 inh
1	99	32	100	-4	0.0
2	94	13	96	-9	0.3
3	102	51	101	-6	1.6
4	98	16	97	-1	0.2
5	142	18	165*[activator]	-1	84*
6	?	14	98	13	-0.5
7	?	18	96	-4	0.5
8	92	23	93	1	0.3
9	99	12	98	1	1.3
10	100	14	91	3	-0.7
11	109	26	108	-9	-0.1
12	103	19	101	-3	-0.5
13	100	23	102	0	5.6
14	103	16	106	0	2.8
15	102	34	102	-12	0.9

Further records follow:
nr	structure	Avidin bead fluor	ABCG2 inh	Bcl-B Bim block	Bcl-2 Bim block	Bim-Bcl-W	Bcl-XL Bim block
16	COc1ccc(-c2c(C)n([O-])c(C)c(C)[n+]2=O)cc1OC	1	-7	-2	0	0	-13
17	O=C(CC(NC(=O)c1ccccc1Cl)c1ccccc1)NCCc1ccc(Cl)cc1 (stereo unspecified)	6	12	-8	-10	-6	-8
18	CCOc1ccc(C(CC(=O)O)n2cnnn2)cc1OC (stereo unspecified)	7	1	-1	-2	1	2
19	C/C(=N/OCO/N=C(\C)c1ccccc1F)c1ccccc1F	14	2	-4	-3	-4	-5
20	COC(=O)c1oc2ccc(OC)cc2c1N	32	37	-3	-5	-1	-4
21	Cc1cccc(NC(=O)c2c(C)nc3ccccn23)c1	10	4	-16	-12	-17	-10
22	CCOc1ccc(NC(=O)CCCCn2c(=O)[nH]c3ccsc3c2=O)cc1	20	2	-6	-4	-5	-3
23	Cc1ccc(N(C)S(=O)(=O)c2ccc(C)cc2)cc1	9	1	-6	-5	-1	-5
24	O=C(CSc1nnc(-c2ccc(F)cc2)c2ccccc12)NCC1CCCO1 (stereo unspecified)	9	4	-10	-3	1	-4
25	C/C(N)=C(/C#N)C(=O)COC(=O)CNS(=O)(=O)c1c(F)cccc1F	8	0	11	8	0	-1
26	CSc1sc2ccccc2[n+]1CCCS(=O)(=O)[O-]	18	9	-12	-10	-3	-8
27	Cc1[nH]nc(N=CC2=C(O)CC(C)(C)CC2=O)c1-c1ccc(Cl)cc1	14	3	-4	-7	0	1
28	O=C(CSc1nnc(SCc2ccc(Cl)cc2)s1)N1CCN(C(=O)c2ccco2)CC1	6	3	-7	-3	0	0
29	COC(=O)c1ccc(NC(=O)COc2ccc(S(=O)(=O)NC(C)C)cc2)cc1	14	/	-2	-4	-3	-3
30	CC(=O)Nc1ccc(Nc2nc(-c3ccccc3)nc3ccccc23)cc1	7	-5	4	0	3	4

nr	RGS7-Gao reg	GSH fluor	RGS4-Gao reg	Bfl-1 Bim block	ABCB1 inh
16	100	30	96	0	-4.5
17	99	15	102	-9	0.6
18	119	12	114	-4	0.3
19	102	9	102	-4	0.0
20	98	23	95	-23	0.2
21	97	40	99	-12	0.9
22	101	16	100	-5	-0.1
23	98	5	101	-13	0.2
24	100	24	101	-3	0.4
25	107	12	98	4	0.1
26	102	23	100	-15	0.9
27	104	52	102	-10	0.3
28	99	35	102	-9	1.0
29	107	33	105	-6	-2.5
30	96	23	99	7	-1.2

Next section
nr	structure	Avidin bead fluor	ABCG2 inh	Bcl-B Bim block	Bcl-2 Bim block	Bim-Bcl-W	Bcl-XL Bim block
31	Cc1c(C(=O)NC2CCCc3ccccc32)oc2ccc(S(=O)(=O)N3CCOCC3)cc12 (stereo unspecified)	0	-2	1	-4	0	0
32	Cn1c(SCC(=O)NNC(=O)Cc2ccccc2)nnc1-c1ccc(Cl)cc1	40	2	-3	-1	-1	-1
33	CCn1ccnc1CN(C)Cc1nc(-c2ccccc2)no1	7	1	-3	-6	-3	-3
34	Cc1ccc(C)c(S(=O)(=O)ON2C(=O)c3ccccc3C2=O)c1	3	-2	-3	-5	-6	-7
35	O=C(NCc1ccccc1)c1ccc(F)c(F)c1	10	3	-2	-1	1	0
36	COCCn1c(SCC(=O)/C=C2\N(C)c3ccccc3C2(C)C)nnc1-c1ccncc1	9	10	-7	-1	-3	-6
37	O=C(COC(=O)c1cc[n+]([O-])cc1)NCc1ccccc1Cl	30	4	-2	-2	-1	-1
38	CCCCNC(=O)Cn1cnc2c(cnn2-c2ccc(C)c(C)c2)c1=O	13	2	-5	-4	-1	-2
39	O=C1CC(NCc2ccco2)C(=O)N1CCc1ccccc1 (stereo unspecified)	8	3	-2	-1	-1	0
40	O=C1c2ccccc2C(=O)N1CCCCN(C(=O)c1ccc(Cl)s1)c1ccc(Cl)cc1	14	0	-9	-4	-6	-6
41	Cc1cc(N=Cc2c(O)ccc3cc(Br)ccc23)no1	7	4	-4	7	12	-1
42	O=S(=O)(c1ccc(Cl)c(NC(=S)Nc2cccc(O)c2)c1)N1CCOCC1	2	-7	-11	-3	-2	-9
43	Cc1ccc(Nc2nc(N)nc(CSc3nc(C)cc(C)n3)n2)cc1	13	12	-9	-14	-2	-15
44	CC1(C)CC(=NOC(=O)c2ccccc2)CC(C)(C)N1	24	1	-6	-2	-6	-3
45	Cc1ccc(C(=O)COC(=O)c2cc(=O)[nH]c3ccccc23)cc1	8	0	0	2	2	1

nr	RGS7-Gao reg	GSH fluor	RGS4-Gao reg	Bfl-1 Bim block	ABCB1 inh
31	91	28	86	0	0.2
32	101	17	105	-1	0.4
33	104	13	104	-2	0.4
34	91	12	92	7	-0.9
35	99	15	107	-4	1.4
36	103	10	100	0	1.2
37	96	16	95	-4	0.4
38	99	26	101	-11	0.4
39	94	14	97	1	0.5
40	103	13	104	-3	12
41	102	8	107	31	0.4
42	97	13	100	0	-0.8
43	99	36	102	-15	0.8
44	102	18	101	-4	0.1
45	104	21	101	1	0.1
